TDP1 cell noCPT = qHTS for Inhibitors of human tyrosyl-DNA phosphodiesterase 1 (TDP1): qHTS in cells in absence of CPT. DT40 Tdp1-/- hTDP1 cells, no CPT, ATP luminescence, 48 h. Potency, µM (highest dose often 46.2 µM), for inactives: at the highest dose activity change, negative = growth inhibition, usual class: inhibitors. 15% of 420,000 active. AID 686978, 2013; further: nearly all actives have a fitted effect of over 55% in size
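Growth kinetics read by CellTiter-Glo luminescence after ≥48 hr at 37 °C. Cells: DT40 Tdp1-/- stably carrying human TDP1, 400 per well, compound exposure in the absence of CPT (DMSO vehicle).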
GCN5L2 inh = blocks human GCN5L2 histone acetyltransferase; Potency, µM (series often up to 58.9 µM), for inactives: top-dose activity change, negative = inhibition, usual class: inhibitors; 0.21% of 390,000 active; Q92830; GCN5L2 HAT assay, ThioGlo1 CoA-SH fluorescence; AID 504327
Target sequence (Q92830 whole entry, looked up): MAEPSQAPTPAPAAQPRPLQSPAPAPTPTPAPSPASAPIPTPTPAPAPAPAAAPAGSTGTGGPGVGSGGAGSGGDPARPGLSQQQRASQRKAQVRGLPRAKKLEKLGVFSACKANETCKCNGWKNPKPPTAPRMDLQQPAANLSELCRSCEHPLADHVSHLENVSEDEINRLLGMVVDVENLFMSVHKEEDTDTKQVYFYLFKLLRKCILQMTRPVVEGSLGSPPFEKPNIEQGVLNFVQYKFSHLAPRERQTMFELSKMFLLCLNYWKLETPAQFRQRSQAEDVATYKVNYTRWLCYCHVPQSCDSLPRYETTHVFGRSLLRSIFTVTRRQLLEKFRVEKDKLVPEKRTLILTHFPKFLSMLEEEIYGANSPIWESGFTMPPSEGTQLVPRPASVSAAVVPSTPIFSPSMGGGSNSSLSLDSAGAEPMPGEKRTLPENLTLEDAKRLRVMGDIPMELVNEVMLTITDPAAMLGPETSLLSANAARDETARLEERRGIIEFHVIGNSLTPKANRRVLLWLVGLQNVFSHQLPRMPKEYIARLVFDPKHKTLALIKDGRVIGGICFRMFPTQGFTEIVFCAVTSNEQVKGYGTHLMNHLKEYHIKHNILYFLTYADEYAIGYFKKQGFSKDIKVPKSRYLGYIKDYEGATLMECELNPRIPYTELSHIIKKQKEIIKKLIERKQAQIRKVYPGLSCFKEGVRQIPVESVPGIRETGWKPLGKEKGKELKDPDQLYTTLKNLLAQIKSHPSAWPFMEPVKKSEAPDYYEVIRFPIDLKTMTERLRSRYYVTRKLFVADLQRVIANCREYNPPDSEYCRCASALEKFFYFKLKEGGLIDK
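Titration-based screen in which CoA formation is detected via maleimide probe ThioGlo1 (50uM) turning fluorescent on thiol reaction; substrates H3(1-25) 75uM and acetyl-CoA 70uM, GCN5L2 20nM, 20 min incubation at room temperature.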
TDP1 block = TDP1 (human) enzyme inhibition; Q9NUW8; recombinant TDP1, AlphaScreen DNA substrate cleavage; Potency, µM (titrated, usually from 130 µM), without a hit: at the highest dose activity change, negative = inhibition, actives largely listed as inhibitors; 0.28% of 350,000 active; AID 485290; further: nearly all actives have a fitted effect of over 40% in size
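Steps: enzyme plus compound, 15 min RT; add biotin/phosphotyrosine-FITC oligonucleotide (15 nM final), react 5 min; add donor/acceptor beads (10 ug/ml final), 10 min; read AlphaScreen. Tdp1 at 1 nM final.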
Active calls of the source: *; ? = inconclusive; / = not tested or not shown; [ ] = dose if it differs, or a comment. The call rests on the fitted dose curve; in most records, active means well fitted curve in the direction sought with a large enough effect; inconclusive means small, poorly fitted or top-dose-only effect, or another doubt; inactive means no such curve, though single readings can be large; an effect the other way counts as inactive or inconclusive. On the % scale 0 is the no-effect control and ±100 the full control effect; potency means the concentration at half of the fitted maximal effect.

Compound	TDP1 cell noCPT	GCN5L2 inh	TDP1 block
C=CCN(CC=C)S(=O)(=O)c1ccc(NC(=S)NC(=O)c2ccco2)cc1	18.4µM*	1.8%	4.7%
CC(Sc1nnc(NC2CCCCC2)s1)C(=O)N1CCOCC1 (centres undefined)	-12.6%	-15.6%	/
C=CCn1c(SCC(=O)c2c(N)n(CCC)c(=O)n(C)c2=O)nc2sc(CC)cc2c1=O	5.8µM*	0.2%	0.9%
CCOc1ccc(NC(=O)[C@@H](NC(=O)OCc2ccccc2)[C@@H](C)CC)cc1	-25.5%	-4.9%	1.8%
CCC(C(=O)NC1CCCC1)N(C(=O)Cn1nnc(-c2ccc(OC)c(OC)c2)n1)c1cccc(O)c1 (centres undefined)	-21.2%	-7.3%	/
COc1ccc2c(c1)c(=O)oc1cc(O)ccc12	?	-0.8%	2.6%
COc1cccc(OCc2cc(C(=O)NCc3ccc4c(c3)OCO4)no2)c1	?	-17.5%	1.3%
CCN(CC)S(=O)(=O)c1ccc(N(C)Cc2ccc(C(F)(F)F)cc2)nc1	13µM*	-8.3%	-4.5%
Cc1ccc(S(=O)(=O)N2CCN(Cc3ccccc3)CC2)s1	-19.7%	-0.9%	0.3%
COc1cc(/C=C2\SC(=S)N(NC(C)=O)C2=O)ccc1OC(=O)c1ccco1	?	-3.6%	4.6%
O=C(Nc1nc(-c2ccccc2)cs1)c1ccc(Br)o1	?	1.9%	3.1%
Cc1ccc(NC(=O)CSc2nnc(-c3ccncc3)s2)cc1	-27.0%	0.7%	-0.9%
COc1ccc(CCN2CC(C(=O)NCCc3cn[nH]c3)CCC2=O)cc1 (centres undefined)	3.0%	-9.8%	0.4%
COc1ccccc1NC(=O)CN1CCN(CC(=O)Nc2ccc(Cl)c(C(F)(F)F)c2)CC1	13µM*	-12.6%	2.1%
CCCS(=O)(=O)N1CCCC(C(=O)NCC(OC)OC)C1 (centres undefined)	7.6%	-4.7%	5.3%
O=C1NC(Nc2nc3ccccc3s2)(C(F)(F)F)C(=O)N1C1CCCCC1 (centres undefined)	?	-1.8%[0.501 µM]	5.1%
COc1ccccc1Nc1ccc(N)cc1	-24.0%	-3.4%	11.9%
COc1c(F)c(F)cc2c(=O)c(C(=O)O)cn(C3CC3)c12	-16.8%	-19.5%	/
Cc1cc(C(=O)N/N=C/c2ccc3c(c2)OCO3)c(C)o1	?	-2.1%	/
C=CCOc1ccc(C2NC(=O)c3ccccc3O2)cc1OCC (centres undefined)	-10.5%	-2.7%	/
Cc1cccc(N(CC(=O)NC2CCCCC2)C(=O)c2c(C)noc2C)c1	-2.7%	0.5%	-2.0%
CCC(=O)Nc1ccc(NC(=O)c2cccc(OC)c2)nc1	-24.4%	-3.7%	3.0%[56.1 µM]
COC(=O)c1ccc(C(=O)OC)c(NC(=O)CN(C)Cc2ccc(Cl)c(Cl)c2)c1	?	-6.7%	-1.9%
CCN(c1ccccc1)C(CNS(=O)(=O)c1ccccc1)c1ccccc1 (centres undefined)	?	-21.7%	0.0%
Cn1cccc1CNCc1ccccc1Cl	-6.7%	-1.3%	7.8%
CCn1cc(C(=O)NCCCN(C)c2ccccc2)c(=O)c2cc(S(=O)(=O)N(C)C)ccc21	?	0.7%	9.8%
O=c1cc(-c2cccc(O)c2)oc2ccc(O)cc12	?	-1.6%	4.0%[56.1 µM]
COc1ccc(C(=O)N(C)Cc2ccccn2)cc1OC1CCN(C(C)C)CC1	-26.6%	-3.9%	1.9%
CCc1ccc(-n2c(CCC(=O)O)ccc2-c2ccc(F)cc2)cc1	-19.8%	-2.2%	/
CC(=O)NC(CC(=O)OCc1ccc([N+](=O)[O-])cc1)c1ccccc1 (centres undefined)	-19.3%	-1.9%	8.3%
Cc1ccc(OCCNC(=O)c2cccc(C)c2)cc1	-4.6%	-6.8%	/
Cc1c(OCC(=O)NC2CCN(Cc3ccccc3)CC2)ccc2c3c(c(=O)oc12)CCC3	?	-24.9%	1.4%

Some of the entries above, set out differently:
The line under a structure holds: TDP1 cell noCPT, GCN5L2 inh, TDP1 block
CCn1cc(C(=O)NCCCN(C)c2ccccc2)c(=O)c2cc(S(=O)(=O)N(C)C)ccc21
  ?, 0.7%, 9.8%
CCc1ccc(-n2c(CCC(=O)O)ccc2-c2ccc(F)cc2)cc1
  -19.8%, -2.2%, /
Cc1ccc(OCCNC(=O)c2cccc(C)c2)cc1
  -4.6%, -6.8%, /

Carrying on.
Compound	TDP1 cell noCPT	GCN5L2 inh	TDP1 block
Cc1ccc(NC(=O)c2cnc(N3CCCCC3)c3ccccc23)cc1Cl	?	2.1%	-9.9%
Cc1[nH]c2ccccc2c1C(=O)CN1CCC2(CC1)OCCO2	-26.4%	-3.1%	5.9%
Cc1occc1C(=O)N1CCCC(N2CCN(c3cccc(C(F)(F)F)c3)CC2)C1 (centres undefined)	13µM*	-13.2%	5.8%
COc1ccc(C(=O)NC(=O)COC(=O)c2ccc(C)o2)cc1	24.3%	-1.4%	-5.3%
O=C(Nc1cccc2ccccc12)NC1CCCc2ccccc21 (centres undefined)	-5.3%	-0.2%	1.0%
CC(C)(C)OC(=O)NCc1ccc(NC(=O)c2nc[nH]c2C(=O)N[C@@H](Cc2ccccc2)C(=O)OCc2ccccc2)cc1	?	-14.0%	11.2%
COC(=O)c1ccccc1NC(=O)Cn1c(=O)cc(C)c2c(C)nn(C)c21	?	-19.9%	7.1%
O=C(CCN1C(=O)/C(=C/c2cccs2)SC1=S)NNC(=O)c1cccc(O)c1	-11.1%	-12.3%	2.5%
Cc1ccc(-n2nc(C)c3c2OC(N)=C(C#N)C3c2ccoc2)cc1 (centres undefined)	-10.3%	-6.1%	12.1%
Cc1cc(C(F)F)n2nc(C(=O)Nc3cccnc3Cl)nc2n1	-27.6%	-27.5%	5.0%
Cc1ccc(-c2cn3cccnc3n2)cc1NC(=O)c1ccc(Br)o1	-20.9%	-10.7%	4.6%
CCCc1cc(C(=O)Nc2cccnc2Cl)no1	-5.0%	-8.6%	-3.9%
COC(=O)c1ccc(C(=O)Nc2cc(Cl)ccc2Cl)cc1NC(=O)c1ccc(N(C)C)cc1	?	-4.2%	2.3%
CC1=C(C(=O)Nc2ccc(C)cc2)C(c2cccs2)NC(=S)N1 (centres undefined)	14.6%	1.9%	3.5%
Cc1nc2ccccc2n1CSc1ccccc1	?	-8.4%	-1.9%
Cc1ccc(CNC(=O)Cn2ccc3ccccc3c2=O)o1	0.4%	-5.1%	5.3%
Cn1c(=O)c2c(ncn2CC(=O)NC2CCCCC2)n(C)c1=O	-8.6%	-12.3%	4.8%
COC(=O)c1ccccc1NC(=O)CSc1nc2ccsc2c(=O)n1CCC(C)C	-2.0%	-8.0%	5.4%
COc1ccc(C(=O)OCC(=O)Nc2ccccc2)cc1[N+](=O)[O-]	-1.3%	-1.0%	1.1%
COc1ccc(NC(=S)N2CCN(c3ccc([N+](=O)[O-])cc3)CC2)cc1OC	11.6µM*	-11.3%	2.5%
CC(C)c1ccc(NC2CCCN(C(=O)C3=NN(C)C(=O)CC3)C2)cc1 (centres undefined)	0.8%	-13.0%	2.6%
O=C(O)c1ccc(N/N=C/c2cccc3nccnc23)cc1	0.9%	-4.2%	-2.6%
CC(NC(=O)C(C)N1CCN(S(=O)(=O)c2ccccc2)CC1)c1ccccc1 (centres undefined)	-16.3%	-7.1%	0.0%[56.1 µM]
CCOC(=O)c1cc(-c2ccc(F)cc2)n(CCC(=O)Nc2nc3ccc(OC)cc3s2)c1C	16.4µM*	-11.7%	9.5%
CC1CCCC(C)N1C(=O)Cn1cc(C#N)c2ccccc21 (centres undefined)	-18.5%	-8.8%	1.2%
Cc1ccc(CN2C(=O)N/C(=C\c3ccc(-c4ccc(C(=O)O)cc4C)o3)C2=O)cc1	-5.6%	?	8.91µM*
O=C(NCC(=O)N1CCN(S(=O)(=O)c2cccc(F)c2)CC1)c1ccc(Br)o1	1.4%	-26.8%	2.8%[0.505 µM]
Fc1ccccc1Cc1noc(CN2CCC(OCc3cccnc3)CC2)n1	23.1µM*	1.5%	0.0%
CC#CC[N+](C)(C)CC(=O)c1ccccc1	24.9%	1.2%	/
Cc1cc(=O)oc2cc3c(cc12)OCCO3	-9.7%	-7.5%	-1.0%
Cc1cc(NC(=O)CSc2nnc(-c3ccco3)n2C)no1	-4.4%	-11.9%	0.3%
Cc1cc(NC(=O)CSc2nccn2-c2ccc(Cl)cc2)no1	?	-9.7%	6.6%
O=C(CSc1nnc(-c2cccs2)n1CC1CCCO1)N1CCCC1 (centres undefined)	-14.3%	-2.5%	5.9%
COCCCN1C(=O)C(=O)/C(=C(/O)c2ccc(OC(C)C)cc2)C1c1ccc(O)c(OC)c1 (centres undefined)	-34.6%	-11.0%	-8.2%
CCc1nnc2c(N3CCN(c4cccc(C)c4)C(C)C3)nc3ccccc3n12 (centres undefined)	?	-24.0%	-2.8%
Nc1cc(C(=O)OCC(=O)Nc2cccc(S(=O)(=O)N3CCOCC3)c2)ccc1Cl	-13.3%	-2.7%	-0.3%
O=C(Nc1ccccc1C(=O)NC1CCCC1)NC1CCCC1	?	-22.8%	0.0%
COc1ccc(C)cc1Nc1n[n+](-c2ccccc2)c(-c2c(OC)ccc3ccccc23)s1	5.17µM*	-1.2%	9.5%
COC(=O)c1sc(NC(=O)CCCn2nc([N+](=O)[O-])cc2C)c(C(=O)OC)c1C	?	-4.9%	0.0%
Cc1ccc2nc(N(CCCN(C)C)C(=O)c3ccc(S(=O)(=O)N(C)C)cc3)sc2c1	10.3%	-1.2%	0.0%
CC(C)CN(C(=O)Cn1c(Cl)nc2c1c(=O)n(C)c(=O)n2C)C1CCS(=O)(=O)C1 (centres undefined)	5.4%	-5.5%	4.6%
O=C(NC1CCCCC1)C(c1ccc(Cl)cc1)N(C(=O)c1ccccn1)c1cccnc1 (centres undefined)	/	17.7%	-1.2%
O=C(CCC(=O)c1ccc(Cl)cc1)NCc1ccccc1	7.8%	-5.6%	2.4%
CC1CN(C(NC(=O)C(C)(C)C)C(Cl)(Cl)Cl)CC(C)O1 (centres undefined)	-12.8%	-7.3%	5.2%
O=C(Nc1ccc(Cl)c(Cl)c1)NC1CCS(=O)(=O)C1 (centres undefined)	?	-1.5%	/
Cc1cc(C(=O)N2CCCC(N3CCN(c4ccc(F)cc4)CC3)C2)c(C)o1 (centres undefined)	18.4µM*	-4.3%	5.9%
Cc1n[nH]c(C)c1S(=O)(=O)N1CCCC(C(=O)Nc2nccs2)C1 (centres undefined)	-23.8%	-0.5%	7.0%
O=C(COC(=O)CNC(=O)c1ccc(Cl)cc1)Nc1ccc2c(c1)OCCO2	-10.5%	-1.4%	-2.2%

Reprinted from the part before: 3 entries; new compounds follow.
Compound	TDP1 cell noCPT	GCN5L2 inh	TDP1 block
Cc1cc(C(=O)N2CCCC(N3CCN(c4ccc(F)cc4)CC3)C2)c(C)o1 (centres undefined)	18.4µM*	-4.3%	5.9%
Cc1n[nH]c(C)c1S(=O)(=O)N1CCCC(C(=O)Nc2nccs2)C1 (centres undefined)	-23.8%	-0.5%	7.0%
O=C(COC(=O)CNC(=O)c1ccc(Cl)cc1)Nc1ccc2c(c1)OCCO2	-10.5%	-1.4%	-2.2%
Cc1ccc(C)c(S(=O)(=O)N2CCCC2CNC(=O)C(=O)NCCc2ccccc2)c1 (centres undefined)	?	1.8%	-1.6%
COc1cccc(CNC(=O)C2CCN(C(=O)N(C)C)CC2)c1	1.6%	-2.7%	3.1%
CC(=O)c1cccc(OCc2cc(C(=O)NC(C)Cc3cccnc3)no2)c1 (centres undefined)	?	-0.8%	5.4%[56.1 µM]
O=C(CC1CC2CCC1C2)NC1CCCCCCC1 (centres undefined)	6.5%	3.4%	/
Cc1ccn2cc(CCNS(=O)(=O)c3ccc(F)c(C(F)(F)F)c3)nc2c1	?	4.6%	3.3%
Cc1cc(C)n(CC(O)COc2ccccc2[N+](=O)[O-])n1 (centres undefined)	-26.0%	-1.2%	0.0%
Cc1ccccc1N=CC1=C(O)c2ccccc2C1=O	16.4µM*	-1.4%	-2.4%
Cc1cccc(-n2nc(C(=O)Nc3ccccc3)n3c(=O)cc(-c4ccccc4)nc23)c1	16.4µM*	-0.8%	1.0%
Cc1cccc(CCNC(=O)CCc2nc(-c3ccccc3F)no2)c1	?	-7.5%	6.9%
Cc1ccsc1/C=N/Nc1ccc(F)cc1F	-1.2%	-4.2%	/

Compound activity from PubChem BioAssay.

Only part of the results is shown; rates above refer to the full screens.
